Source: PubChem (The Scripps Research Institute Molecular Screening Center)
CHRM4 agonist: CHRM4 agonism in calcium assay; CHO-K1 hM4/Gqi5, Fluo-8 calcium fluorescence; vehicle 0%, full acetylcholine response 100%; activation, % at 3 µM; 360,000 tested, 0.14% active;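 active means activation above the run mean over all test wells plus 3 SD, cut at about 32% in these data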;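 further: peak over basal fluorescence ratio per well then scaled between controls; 0% = DMSO wells and 100% = acetylcholine at EC100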
Target sequence (P08173 whole entry, looked up): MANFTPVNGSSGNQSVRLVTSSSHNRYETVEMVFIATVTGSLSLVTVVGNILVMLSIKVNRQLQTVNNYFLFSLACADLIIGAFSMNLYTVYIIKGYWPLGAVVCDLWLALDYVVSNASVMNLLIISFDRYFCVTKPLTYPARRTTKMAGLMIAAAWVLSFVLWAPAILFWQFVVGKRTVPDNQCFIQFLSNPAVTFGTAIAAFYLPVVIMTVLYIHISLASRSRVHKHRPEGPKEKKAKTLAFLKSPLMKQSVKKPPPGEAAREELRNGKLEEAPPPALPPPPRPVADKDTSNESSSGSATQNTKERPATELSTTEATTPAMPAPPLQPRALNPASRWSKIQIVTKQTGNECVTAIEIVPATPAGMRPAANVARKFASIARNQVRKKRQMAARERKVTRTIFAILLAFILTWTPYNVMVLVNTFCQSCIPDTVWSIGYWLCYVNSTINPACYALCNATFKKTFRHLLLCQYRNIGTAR
M5 ag: CHRM5 agonism in calcium assay | activation, % at 3 µM | P08912 | 360,000 tested, 0.19% active | CHO-K1 hM5 cells, Fluo-8 calcium fluorescence; 0% DMSO wells, 100% maximal acetylcholine response;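 active means activation above the run's mean over test compounds plus 3 SD, cut at about 23% in these data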;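 further: signal is peak over basal fluorescence ratio across the kinetic read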
Target sequence (P08912 whole entry, looked up): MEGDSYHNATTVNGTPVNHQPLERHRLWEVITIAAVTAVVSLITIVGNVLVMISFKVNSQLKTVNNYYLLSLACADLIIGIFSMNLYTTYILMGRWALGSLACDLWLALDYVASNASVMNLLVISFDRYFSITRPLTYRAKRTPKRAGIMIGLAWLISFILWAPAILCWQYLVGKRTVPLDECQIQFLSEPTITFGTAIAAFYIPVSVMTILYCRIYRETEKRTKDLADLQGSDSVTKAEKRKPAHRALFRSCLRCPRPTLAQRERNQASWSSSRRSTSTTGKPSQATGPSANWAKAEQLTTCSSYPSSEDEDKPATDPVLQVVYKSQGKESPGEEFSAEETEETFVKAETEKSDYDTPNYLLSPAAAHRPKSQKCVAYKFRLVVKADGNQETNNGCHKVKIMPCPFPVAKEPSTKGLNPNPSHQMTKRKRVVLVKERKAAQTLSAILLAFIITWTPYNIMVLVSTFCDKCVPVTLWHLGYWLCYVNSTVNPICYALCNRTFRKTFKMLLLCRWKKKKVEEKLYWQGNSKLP
CHRM5 PAM: CHRM5 positive allosteric modulation; P08912; CHO-K1 hM5, Fluo-8 calcium, ACh EC20 PAM; 0% = ACh EC20, 100% = ACh EC100; activation, % at 3 µM; 360,000 tested, 0.3% active; AID 624038;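 active means activation above the run cutoff, the mean activation of all test compounds plus 3 SD, cut at about 18% in these data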
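System: CHO-K1 hM5 cells. Reagent: acetylcholine, EC20 level. Compound dosing: single dose, 3 µM nominal final test concentration. Timing: Post-acetylcholine fluorescence recording 140 s. Detection: Fluo-8 calcium fluorescence. Read-out: % activation, ACh-normalized. Benchmarks: ACh EC20 and EC100 wells. Repeats: singlicate, one well per test compound.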
CHO-K1 Ca antag: M1 antagonist counterscreen hit in parental CHO-K1 cells | ATP-induced calcium, Fluo-8 fluorescence | inhibition, % at 3 µM | 360,000 tested, 0.6% active | AID 602250;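 active means inhibition above a per-plate cutoff, the plate's mean sample inhibition plus 3 SD, cut at about 24% in these data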;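 further: 0% = DMSO plus EC80 ATP and 100% = DMSO alone without ATP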
CHRM5 antagonist: blocks acetylcholine activation of human M5 receptor. P08912. CHO-hM5 cells, Fluo-8 calcium fluorescence, ACh EC80. inhibition, % at 3 µM. 360,000 tested, 0.59% active. AID 624040;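 active means inhibition above a per-plate cutoff, the mean of that plate's test compounds plus 3 SD, cut at about 27% in these data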;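 further: 0% = acetylcholine EC80 with DMSO and 100% = DMSO without agonist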
CHRM4 PAM: potentiates acetylcholine response at human M4 receptor; P08173; CHO-K1 hM4/Gqi5, Fluo-8 calcium fluorescence, ACh EC20; 0% = ACh EC20, 100% = maximal ACh; activation, % at 3 µM; 360,000 tested, 0.4% active; AID 624126;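 active means activation above its plate's cutoff, the mean activation of sample wells plus 3 SD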; further: some results filed as inactive read as strong as hits
CHO-K1 Ca PAM: M1 PAM counterscreen hit in parental CHO-K1 cells; ATP EC20, Fluo-8 calcium fluorescence; 0% at ATP EC20, 100% at ATP max; 360,000 tested, 0.02% active; AID 602247; activation, % at 3 µM;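 active means activation above the run cutoff, the mean activation of all test compounds plus 3 SD, cut at about 40% in these data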;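 further: peak over basal fluorescence ratio in a 140 s read after ATP addition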
CHRM4 antagonist: blocks acetylcholine activation of human M4 receptor; AID 624125; P08173; 360,000 tested, 0.73% active; CHO-hM4 cells, ACh EC80, Fluo-8 calcium fluorescence; inhibition, % at 3 µM;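 active means inhibition above its plate's cutoff, the mean inhibition of sample wells plus 3 SD, cut at about 27% in these data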;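 further: 0% = acetylcholine EC80 with DMSO and 100% = DMSO without agonist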
M1 ag parental: counter-screen for M1 agonists: effect in parental CHO-K1 cells | Fluo-8 calcium fluorescence; scaled to maximal ATP response, vehicle zero | activation, % at 3 µM | 360,000 tested, 0.48% active | AID 602248; in the data active means activation above about 15%;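 further: untransfected CHO-K1 host cells lacking M1 receptor as counterscreen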
Active calls of the source: *; . = not tested or not shown.

(1) CC1CCN(S(=O)(=O)c2cn(CC(=O)Nc3cccc(C#N)c3)cn2)CC1
(2) CC1Cc2ccccc2N1C(=O)COC(=O)c1ccc(Cl)nc1 (centres undefined)
(3) NC(=O)c1sc2cc(C(F)(F)F)cnc2c1-c1ccccc1
(4) Cc1ccccc1CNC(=O)c1ccccc1SCC(=O)NCc1ccco1
(5) O=C(NCc1ccco1)C(=S)N1CCCC1
(6) FC(F)(F)c1cccc(N2CCN(CC3CC4C=CC3C4)CC2)c1 (centres undefined)

compound no.,1,2,3,4,5,6
CHO-K1 Ca PAM,-22,17,-17,15,6,24
CHRM4 antagonist,-24,-3,11,-4,-22,11
CHRM4 agonist,0,7,0,8,1,-2
M5 ag,-3,1,-1,-4,-4,-5
CHRM4 PAM,12,5,-1,-1,0,-12
CHRM5 PAM,-1,-4,-9,-5,0,-3
CHRM5 antagonist,3,3,18,2,-7,4
CHO-K1 Ca antag,21,-6,19,-11,-15,-13
M1 ag parental,-0.5,5.2,-0.3,2.3,-0.1,0.8

(7) CC1CCCN(S(=O)(=O)c2ccc(NC(=O)[C@@H]3CCCN3C(=O)c3cccs3)cc2)C1 (some centres undefined)
(8) COc1ccc(C2=Nn3c(nnc3-c3cccnc3)SC2)cc1
(9) Cc1ccc(CN(CC(=O)NCC2CCCO2)S(=O)(=O)c2ccc(C)cc2)cc1 (centres undefined)
(10) CCN(CC)CCCNC(=O)c1nn(-c2ccccc2OC)c(=O)c2ccccc12
(11) O=C1NC[C@H](CCCCN2C[C@H](Cc3ccccc3)N(CCC3CCCCC3)C(=O)C2=O)N(CC2CCCCC2)C1=O
(12) c1cc2c3c(cccc3c1)NC(c1ccc3c(c1)OCO3)N2

compound no.,7,8,9,10,11,12
CHO-K1 Ca PAM,-10,-5,-10,10,-2,-10
CHRM4 antagonist,1,4,5,0,2,4
CHRM4 agonist,-1,0,1,1,1,0
M5 ag,-12,2,1,-2,1,-2
CHRM4 PAM,-5,-1,-6,-2,5,8
CHRM5 PAM,0,-3,-2,3,-2,-2
CHRM5 antagonist,1,6,9,-5,4,7
CHO-K1 Ca antag,-3,-3,-3,-12,-16,2
M1 ag parental,-1.0,0.7,0.3,-0.2,0.6,1.0

(13) Cc1nc(-c2ccc(F)cc2)c(CC(=O)N2CCN(S(=O)(=O)c3ccccc3Br)CC2)s1
(14) COc1ccc(N=C2SC(C(=O)Nc3ccc(C(=O)O)cc3)CC(=O)N2Cc2cccs2)cc1 (centres undefined)
(15) COc1cc(OC)c(C(=O)OCC(=O)NCCc2ccccc2)cc1OC
(16) CCN(c1ccccc1)c1nc(Cl)nc2c1cnn2C
(17) CCOC(=O)C1CN(C(=O)OCC)CC1=NNC(N)=O (centres undefined)
(18) CCc1ccc(Cc2cnc(NC(=O)C3=NCCN3)s2)cc1

compound no.,13,14,15,16,17,18
CHO-K1 Ca PAM,-13,16,23,-6,23,31
CHRM4 antagonist,-17,-2,-6,8,-22,2
CHRM4 agonist,12,-1,2,0,1,4
M5 ag,0,0,-3,-3,-1,4
CHRM4 PAM,-5,9,2,1,3,6
CHRM5 PAM,1,4,0,5,-1,0
CHRM5 antagonist,2,-2,-11,0,1,10
CHO-K1 Ca antag,1,-16,-4,-6,-10,-15
M1 ag parental,2.7,-0.4,4.0,-0.7,-0.1,6.8

(19) COC(OC)C1(CCc2ccccc2)NC(=O)NC1=O (centres undefined)
(20) Cc1c(C(=O)NCc2ccc(Cl)c(Cl)c2)sc(=O)n1Cc1ccccc1F
(21) COc1ccc(C(=O)N2CCCC2(C)C(=O)O)cc1C(F)(F)F (centres undefined)
(22) COc1ccc(C2C(C(=O)NCc3ccccn3)CCC(=O)N2c2cc(OC)c(OC)c(OC)c2)cc1 (centres undefined)
(23) Cc1cc(NC(=O)CCC(=O)N(Cc2cccs2)C(C)(C)C(=O)NC2CCCCC2)no1
(24) CC1(C(=O)Nc2ccc3c(c2)OCCO3)CN(S(C)(=O)=O)CC(=O)N1CC(F)(F)F (centres undefined)

compound no.,19,20,21,22,23,24
CHO-K1 Ca PAM,-14,34,20,16,20,.
CHRM4 antagonist,11,4,-4,-3,-2,-18
CHRM4 agonist,2,6,1,0,1,1
M5 ag,1,0,-2,-1,1,-3
CHRM4 PAM,0,-15,15,-1,0,11
CHRM5 PAM,-3,-7,0,-1,1,-2
CHRM5 antagonist,12,-3,8,10,-3,2
CHO-K1 Ca antag,-1,-8,-4,-13,-16,.
M1 ag parental,0.1,1.2,0.9,0.9,0.5,.

(25) CCOc1ccc2oc(C(=O)N3CC(C)OC(C)C3)c(C)c2c1 (centres undefined)
(26) Cc1cc2cc(CN(Cc3ccco3)C(=O)NCc3ccccc3)c(=O)[nH]c2cc1C
(27) Cc1ccccc1OCC(=O)Nc1cc(Cl)ccc1Oc1ccccc1
(28) COC1OCC(O)C(OC(=O)c2ccccc2)C1OC(=O)c1ccccc1 (centres undefined)
(29) N=c1nc(-c2ccccc2)ccn1O
(30) Cc1ccc(S(=O)(=O)Oc2ccccc2)cc1

compound no.,25,26,27,28,29,30
CHO-K1 Ca PAM,12,11,8,8,9,-7
CHRM4 antagonist,-16,1,0,1,0,-9
CHRM4 agonist,1,0,9,5,1,0
M5 ag,-3,-1,4,5,-1,-7
CHRM4 PAM,1,19,1,-2,2,3
CHRM5 PAM,-5,5,-11,1,-1,-3
CHRM5 antagonist,-1,-2,8,4,0,11
CHO-K1 Ca antag,-10,-13,-5,-8,6,-11
M1 ag parental,0.6,0.7,4.0,1.7,0.1,-0.6

(31) COc1ccc(S(=O)(=O)N(C)CC(=O)N2CCCC2)cc1Cl
(32) CCOC(=O)CSc1ccccn1
(33) Cc1cc(C)c(NC(=O)COC(=O)C2CCN(c3ccc(C(F)(F)F)cn3)CC2)c(Cl)c1
(34) O=C(NC1(C(F)(F)F)N=C2SCCN2C1=O)c1ccccc1F (centres undefined)
(35) COc1ccccc1OCc1ccc(C(=O)NCC2CCCO2)o1 (centres undefined)
(36) CCc1nnc(NC(=O)C2CCN(S(=O)(=O)Cc3ccccc3)CC2)s1

compound no.,31,32,33,34,35,36
CHO-K1 Ca PAM,5,19,20,-5,21,11
CHRM4 antagonist,1,0,4,8,-7,-1
CHRM4 agonist,1,0,1,1,1,2
M5 ag,-1,-3,-5,2,1,5
CHRM4 PAM,1,1,-1,1,15,-1
CHRM5 PAM,-2,2,-1,13,1,8
CHRM5 antagonist,7,2,2,-6,7,-13
CHO-K1 Ca antag,8,-10,-11,1,-4,-8
M1 ag parental,-0.1,1.9,-0.2,0.4,0.7,0.9

(37) COc1ccc(N2C(C(C)=O)=NN(c3ccccc3)C2c2cccs2)cc1 (centres undefined)
(38) CCNC(=O)CN1C(=O)NC(CCc2ccccc2)C1=O (centres undefined)
(39) CC1(C(=O)Nc2ccc3c(c2)OCCO3)CSCC(=O)N1CC(F)(F)F (centres undefined)
(40) CC(C)OCCCn1c(=NC(=O)c2ccncc2)c(C#N)cc2c(=O)n3ccccc3nc21
(41) CCCC(=O)Nc1cccc(Oc2nc(C)cc(C)c2C#N)c1
(42) Cc1ccc(OC(C)C(=O)N2CCN(c3ccccn3)CC2)cc1 (centres undefined)

compound no.,37,38,39,40,41,42
CHO-K1 Ca PAM,18,14,.,8,-1,13
CHRM4 antagonist,-13,-8,14,-27,-7,2
CHRM4 agonist,-1,0,1,2,1,2
M5 ag,-10,3,-6,-2,3,4
CHRM4 PAM,-2,1,-4,11,15,3
CHRM5 PAM,-10,5,-1,8,6,1
CHRM5 antagonist,2,-6,6,-17,-5,1
CHO-K1 Ca antag,-13,-8,.,-11,-2,-21
M1 ag parental,0.5,-0.3,.,-0.1,0.5,1.5

(43) CCC(CO)NCc1ccc(OCC(=O)Nc2cccc(C(F)(F)F)c2)c(OC)c1 (centres undefined)
(44) O=C1NC(=O)C(c2ccc(Cl)cc2)N1 (centres undefined)
(45) CN(C)c1ccc(/C=C(\C#N)C(=O)OCC(=O)N(C)C2CCS(=O)(=O)C2)cc1 (centres undefined)
(46) O=C(Nc1ccccc1)N(Cc1ccccc1)Cc1ccccc1
(47) COc1ccccc1CNC(=O)c1cccc(C)c1[N+](=O)[O-]
(48) O=C(O)C1=C(C(=O)O)C2C=CC1C2

compound no.,43,44,45,46,47,48
CHO-K1 Ca PAM,12,-9,-4,24,26,4
CHRM4 antagonist,-1,-2,-12,-13,-5,-6
CHRM4 agonist,5,0,4,0,0,1
M5 ag,2,1,3,-1,-2,3
CHRM4 PAM,-3,-4,0,-6,6,4
CHRM5 PAM,0,4,2,-7,-3,0
CHRM5 antagonist,-2,-9,-8,3,1,5
CHO-K1 Ca antag,-15,-8,-12,-14,-14,-9
M1 ag parental,1.8,0.3,1.4,7.9,0.6,1.5

(49) O=C(CN1C(=O)NC(Cc2ccccc2)C1=O)Nc1ccc(OC(F)F)cc1 (centres undefined)
(50) Cn1c(SCC(=O)N/N=C/C=C/c2ccccc2[N+](=O)[O-])nc2ccccc21
(51) O=C(CSCc1ccccc1Br)NNC(=S)NCc1ccco1
(52) c1ccc(SSc2ccccc2)cc1
(53) CCCCCCC(=O)N/N=C/c1ccc(Br)cc1
(54) C[C@H](CO)N1C[C@H](C)[C@@H](CN(C)S(=O)(=O)c2cccs2)Oc2c(NC(=O)CCC(F)(F)F)cccc2C1=O

compound no.,49,50,51,52,53,54
CHO-K1 Ca PAM,10,10,-5,15,-7,-14
CHRM4 antagonist,-31,4,-1,-17,-2,-10
CHRM4 agonist,3,4,3,0,0,0
M5 ag,-2,-4,-5,1,-3,0
CHRM4 PAM,9,-6,1,4,10,13
CHRM5 PAM,0,-11,-3,4,-3,17
CHRM5 antagonist,-9,11,-5,-4,-2,-3
CHO-K1 Ca antag,-7,-3,0,-3,5,-7
M1 ag parental,0.9,2.5,1.8,0.4,-0.4,-0.2

(55) O=C(Nc1cc2c(cc1Br)OCCCO2)c1cccnc1
(56) COC(=O)c1ccccc1NC(=O)CSc1nnnn1CC(=O)O
(57) COc1ccc(Cn2c(O)c(C=Nc3ccccc3)c3ccccc3c2=O)cc1
(58) O=C(c1ccc([N+](=O)[O-])o1)N1CCc2ccccc2C1

compound no.,55,56,57,58
CHO-K1 Ca PAM,8,15,17,8
CHRM4 antagonist,-10,-10,4,-11
CHRM4 agonist,1,2,0,0
M5 ag,-6,-2,0,-6
CHRM4 PAM,-1,5,4,9
CHRM5 PAM,0,-3,1,2
CHRM5 antagonist,-6,6,1,3
CHO-K1 Ca antag,-2,-19,-3,-9
M1 ag parental,0.5,0.6,0.1,0.4
